# Assay outcomes: PubChem BioAssay, National Center for Advancing Translational Sciences (NCATS)
# SW480 rerep: DNA re-replication induction in SW480 cells; SW480 DNA re-replication, Hoechst DNA content imaging, 48 h; Potency, µM (series often up to 46.1 µM), for inactives: at the highest dose re-replication activation, hits mostly activators; hit rate 1.8% among 340,000; AID 624297; also: % of control where 0% means no effect; nearly all actives have a fitted effect of over 55% in size
#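 Compounds, transferred as 23 nL by pin tool, were incubated with cells for 48 hr; DNA content per nucleus was then quantified by Hoechst staining and fluorescence plate imaging.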
# TDP43 rescue: rescues yeast growth from TDP-43 toxicity; hit rate 1.8% among 410,000; TDP-43 expressing yeast growth rescue, BacTiter-Glo, 24 h; Potency, µM (series often up to 46.1 µM), inactives show at the highest dose growth rescue (activation), most hits filed as activators; also: % of control where 0% means no effect; nearly all actives have a fitted effect of over 50% in size
#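 Yeast expressing TDP-43 (pregrown in raffinose, seeded at OD600=0.02 in galactose medium) exposed to compounds 24 hr at 30 deg C. Growth read by BacTiter-Glo luminescence; rescue of toxicity appears as increased signal.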
# GLP-1R agonist: activates the human GLP-1 receptor | hit rate 0.007% among 380,000 | P43220 | Potency, µM (doses to about 45.6 µM), for inactives: at the top dose activation, actives largely listed as activators | HEK293 GLP-1R CRE-luciferase, luminescence, 4-6 h; cells express a hypersensitive GLP-1R form; also: % of control where 0% means no effect
# Target sequence (P43220 whole entry, looked up): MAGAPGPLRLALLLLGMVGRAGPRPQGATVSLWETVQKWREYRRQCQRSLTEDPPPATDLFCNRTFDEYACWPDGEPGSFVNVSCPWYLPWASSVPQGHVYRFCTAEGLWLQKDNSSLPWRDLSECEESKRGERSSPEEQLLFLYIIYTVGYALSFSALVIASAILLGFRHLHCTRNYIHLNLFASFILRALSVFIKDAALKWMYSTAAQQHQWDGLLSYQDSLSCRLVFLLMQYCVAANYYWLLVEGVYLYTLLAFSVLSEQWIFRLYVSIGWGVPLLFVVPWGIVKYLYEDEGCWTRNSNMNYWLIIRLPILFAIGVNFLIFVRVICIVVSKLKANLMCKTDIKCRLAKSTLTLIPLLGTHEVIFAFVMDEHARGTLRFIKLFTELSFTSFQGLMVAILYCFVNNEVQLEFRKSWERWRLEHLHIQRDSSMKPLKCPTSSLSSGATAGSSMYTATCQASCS
# KB-V1 MDR tox: kills drug-selected multidrug resistant KB-V1 cells | Potency, µM (highest dose often 46.1 µM), inactives show at the highest dose activity change, negative = cytotoxicity, hits mostly cytotoxic | KB-V1 MDR cells viability, CellTiter-Glo, 72 h | hit rate 3.4% among 400,000; also: % is scaled to controls: 0 for no effect and ±100 for the full control effect; nearly all actives have a fitted effect of over 60% in size
#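 qHTS viability screen in drug-selected KB-V1 MDR cells: 72 h compound treatment at 37 degrees C, ATP luminescence end point.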
# GLP1R inv ag: GLP-1 receptor (human) inverse agonism | P43220 | Potency, µM (highest dose often 38.3 µM), without a hit: at the top dose activity change, negative = inhibition, usual class: inhibitors | hit rate 1.6% among 410,000 | HEK293 GLP-1R CRE-luciferase, luminescence, 24 h; GLP-1R form is constitutively active | AID 624417; also: % is scaled to controls: 0 for no effect and ±100 for the full control effect; nearly all actives have a fitted effect of over 55% in size
#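 Using stably transfected HEK293 (constitutively active GLP-1R, cAMP-luciferase reporter), compounds were incubated 24 hr and luciferase measured by luminescence.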
# HT1080-NT tox: kills 2HG-producing HT-1080-NT fibrosarcoma cells; HT-1080-NT fibrosarcoma viability, CellTiter-Glo ATP luminescence, 48 h; Potency, µM (highest dose often 46.1 µM), for the others: at the top dose activity, negative = less viability, usual class: cytotoxic; hit rate 1.6% among 360,000;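 also: NT is the 2HG producing partner of a matched IDH1 knockdown line; 0% = DMSO-treated cells and -100% = media-only wells without cells; nearly all actives have a fitted effect of over 55% in size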
#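 HT-1080-NT fibrosarcoma cells (2HG-overproducing), 750 cells/well in RPMI with 5% FBS, dosed after 2 h and incubated 48 h at 37C. CellTiter-Glo luminescence normalized to DMSO and no-cell wells; concentration-response curves fitted and classed.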
# GLP1R cytotox: cytotoxicity in counter-screen for GLP-1R inverse agonists; HEK293 cAMP-luciferase reporter cells, luminescence, 24 h; Potency, µM (titrated, usually from 38.3 µM), without a hit: top-dose activity change, negative = inhibition, hits mostly inhibitors; hit rate 0.13% among 410,000;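 also: loss of luciferase light is scored as toxicity; % is scaled to controls: 0 for no effect and ±100 for the full control effect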
#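 Step one: seed cells (200 cells/uL, DMEM with 10% Nu serum, 1% pen-strep). Step two: 12-hour incubation at 37 deg C. Step three: pin 23 nL compound, incubate 24 hr. Step four: add luciferase reagent, read luminescence 12 min later.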
# HT1080 IDH1KD tx: HT-1080 IDH1 knockdown cell toxicity (counter line). Potency, µM (titrated, usually from 46.1 µM), without a hit: at the top dose activity, negative = toxicity, most hits filed as cytotoxic. HT-1080 IDH1 knockdown viability, ATP luminescence, 48 h. hit rate 2% among 360,000;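 also: 0% = DMSO wells and -100% = cell-free medium wells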
#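 In this qHTS, HT-1080 cells depleted of IDH1 are exposed for 48 h at 37 °C to compound titrations. Toxicity is scored from CellTiter-Glo luminescence, with DMSO as full viability and medium alone as none.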
# KB-3-1 cytotox: KB-3-1 parental cell cytotoxicity | KB-3-1 viability, CellTiter-Glo ATP luminescence, 72 h | Potency, µM (titrated, usually from 46.1 µM), for the others: top-dose activity change, negative = cytotoxic, usual class: cytotoxic | hit rate 1.4% among 400,000 | AID 1347075; also: % is scaled to controls: 0 for no effect and ±100 for the full control effect; nearly all actives have a fitted effect of over 60% in size
#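 Parental KB-3-1 viability, qHTS format: 72 h compound exposure, 37 °C; CellTiter-Glo; media-only wells and DMSO plates as controls; concentration-effect fits on corrected data.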
# Active calls of the source: *; ? = inconclusive; nt = not tested or not shown; [ ] = remark or other dose. Calls follow the shape of the dose curve; as a rule, active = well fitted curve in the direction sought with a large enough effect; inconclusive = small, poorly fitted or top-dose-only effect, or another doubt; inactive = no such curve, though single readings can be large; an effect the other way counts as inactive or inconclusive. Potency is read from the fitted curve at half-maximal effect.
SMILES,SW480 rerep,TDP43 rescue,GLP-1R agonist,KB-V1 MDR tox,GLP1R inv ag,HT1080-NT tox,GLP1R cytotox,HT1080 IDH1KD tx,KB-3-1 cytotox
C=CCc1cc(Cl)ccc1OC(=O)Nc1cccc(Cl)c1,?,-4%,0%,-13%,?,-16%,4%,-17%,0%
CCC1=Nc2ccccc2-c2nnc(SC)nc2O1,-6%,8%,6%,-18%,2%,-2%,-6%,5%[9.24 µM],27%
CC(C)N(C)C1CCN(C(=O)Nc2ccc(Cl)c(Cl)c2)CC1,-1%,-31%[inhibitor],0%,5%,0%,?,-3%,-24%,-14%
CCOC(=O)c1ccccc1NC(=O)CSc1nc2ccccc2o1,-6%,5%,33%,-1%,7%,-4%,6%,7%,-18%
CC1CCN(C(=O)Cn2ncc3c([nH]c4ccccc43)c2=O)CC1,2%,10%,-2%,?,-29%,-2%,-8%,6%,-3%
c1ccc(Nc2nc(-c3ccccc3)ns2)cc1,-1%,0%,13%,7%,-17%,-13%,0%,-1%,-17%
O=C(CNC(=O)c1ccccc1F)Nc1ccc2c(c1)OCO2,-18%,12%,0%,-13%,15%,2%,-6%,4%,-4%
C=C(C)c1cccc(C(C)(C)NC(=O)NCc2cccnc2)c1,-2%,7%,5%,-15%,-4%[0.307 µM],2%,4%[0.307 µM],1%,23%
Cn1c(C(=O)Nc2ccccc2)cc2sccc21,-2%,13µM*,-3%,-13%,?,-3%,-1%,-18%,3%
Cc1ccsc1-c1nc(CSCC(=O)N2CCN(c3ccccc3)CC2)c(C)o1,22%,13µM*,-6%,-3%,?,-5%,-2%,-10%,?
Cc1cccc(OCC(=O)Nc2cc(C)on2)c1,-2%,4%,-8%,27%,14%,25%,4%,20%,29%
CSc1n[nH]c(=O)n1-c1cccc(Cl)c1,-5%,16%,0%,19%,6%,-7%,-12%,-1%,26%
CCOc1cc(C(=O)NC(=S)Nc2cccnc2)cc(OCC)c1OCC,0%,?,0%,?,?,-6%,?,8%,-1%
CC(O)CNCCNCc1cccs1 (configuration not stated),-5%,-15%,-14%,0%,3%,9%,-1%,11%,7%
O=C(CNC(=O)c1cnccc1C(F)(F)F)c1cccc(Cl)c1,?,0%,2%,-20%,-3%,20%,?,24%,5%
O=C1N(c2cccc(Cl)c2)C(c2ccccc2)N2CCCN12 (configuration not stated),8%,-12%,-1%,0%,?,8%,-10%,10%,-10%
CCN(CC)S(=O)(=O)c1cccc(C(=O)N/N=C(\C)c2ccc(O)cc2O)c1,1.8µM*,11%,5%,?,-22%[0.307 µM],?,-7%[0.307 µM],1.5µM*,-27%
O=S(=O)(c1ccc(C2CCCCC2)cc1)N1CCN(c2ccc(Cl)c(Cl)c2)CC1,nt,14%,0%,-7%,19%,nt,2%,nt,0%
CCn1nnnc1SCC(=O)c1ccc(NC(C)=O)cc1,7%,5%,-7%,13%,7%,12%,-4%,6%,-10%
COCCn1c(SCC(=O)NCCc2ccccc2)nc2c([nH]c3ccccc32)c1=O,-6%,-7%,-3%,-17%,22%,-17%,1%,-18%,?
Clc1cccc(-c2nn3c(Cn4cnc5ccccc54)nnc3s2)c1,-3%,-25%,25%,0%,0%,4%[9.24 µM],-13%,-29%,0%
CNC(=O)Nc1cccc(NC(=O)NC)n1,-5%,15%,10%,-2%,48%[activator],7%,20%,0%,8%
O=c1c2ccccc2nnn1CSc1ccc2ccccc2n1,65%,18µM*,19%,23µM*,16%,8%,6%,18%,-9%
COc1ccc(-c2csc(=NCCO)n2-c2ccccc2)cc1,-5%,5%,4%,?,?,-24%,-2%,-14%,?
CCN(CC(=O)Nc1ccc(NC(C)=O)cc1)C(=O)C1CCC1,-8%,-17%,1%,-10%,44%[activator],6%,9%,1%,1%
C#CCN(C[C@@H]1[C@@H](OC(=O)NCc2ccccc2F)[C@@H](OC(=O)NCc2ccccc2F)Cn2c(=O)ccc(=O)n21)S(=O)(=O)c1ccc(C)cc1,nt,12%,-17%,31%,?,6.5µM*,?,6.5µM*,15µM*
C=CCSc1n[nH]c2nc3c(c(=O)n12)C1(CCCC1)Cc1ccccc1-3,30%,16%,-4%,-23%,-8%,-3%,29%,-2%,-5%
C=CCn1c(SCc2nc3ccccc3nc2C)nnc1-c1ccoc1C,10%,2%,15%,?,19%,-2%,51%[activator],-4%,2%
O=C(CSc1nnc(Cc2ccccc2)n1C1CCCCC1)N1CCOCC1,1%,5%,-4%,-5%,1%,11%,-5%,11%,9%
Cc1ccc(Cn2c(CO)cnc2SCc2ccc(F)cc2)cc1,nt,9%,0%,-27%,?,nt,-2%,nt,-24%
O=C(O)CCCCCCCCCCCNC(=O)NC12CC3CC(CC(C3)C1)C2,?,12%,-6%,-20%,11%,6%,1%,6%,1%
CCOC(=O)c1ccc(NC(=O)N2CCN(c3ccccc3OC)CC2)cc1,-87%[inhibitor],12%,-2%,-17%,?,-1%,0%,-1%,-10%
O=C(NC(=S)N1CCN(c2ccc([N+](=O)[O-])cc2)CC1)c1ccc(F)cc1,-13%,8%,0%,?,?,-12%,-27%,-7%,-11%
COc1ccc2c(Cn3cnc4cc([N+](=O)[O-])ccc4c3=O)cc(=O)oc2c1,5.8µM*,-17%,7%,4.6µM*,?,3.7µM*,0%,2.6µM*,4.6µM*
Cc1c([N+](=O)[O-])c([N+](=O)[O-])nn1CC(=O)N1CCOCC1,-4%,-23%[0.397 µM],1%,-10%,-4%,-1%,-4%,-5%,-1%
CN(NC(=O)Nc1ccc(Cl)cc1)c1c(Cl)c(Cl)nn1C,-6%,11%,2%,1%,?,-4%,-5%,-5%,13%
CC1CCC(NC(=O)c2cccn2C)CC1 (configuration not stated),-2%,1%,-3%,-4%,?,-2%,1%,-1%,-5%
CC(=O)Nc1ccc(-c2ccnc3c2CC(C)(C(=O)Nc2ccccc2)O3)cc1 (configuration not stated),nt,?,14%,?,-20%,?,-21%,?,-23%
O=C(O)c1ccc2c(c1)ncn2C1CCCC1,-11%,3%,-1%,8%,13%,-8%,1%,1%,6%
COc1ccc(Cc2nn3c(-c4ccccc4Br)nnc3s2)cc1,1%,?,28%,-26%,0%,-26%,-2%,1%[9.24 µM],-13%
CN(C)CCNC(=O)c1ccc2nc(CCc3ccccc3)oc2c1,nt,13%,nt,9%,?,nt,1%,nt,2%
COc1ccc(C(=O)NCC(c2cccnc2)N2CCN(c3ccccc3)CC2)cc1OC (configuration not stated),2%,2%,-3%,-1%,-17%,0%,-5%,-8%,5.2µM*
COc1ccc(-c2n[nH]c(C)c2-c2ccc(Cl)cc2)c(O)c1,-1%,-32%[inhibitor],-2%,-27%,?,21µM*,?,21µM*,?
CNc1nc(N/N=C/c2cc3c(cc2[N+](=O)[O-])OCO3)nc(Nc2ccccc2)n1,-66%[inhibitor],19%,0%,16µM*,?,?,?,?,1%
CCNc1nc(NC(C)C)nc(OCCOC(=O)c2ccccc2)n1,5%,-1%,0%,-7%,-8%,-3%,1%,-7%,-1%
CC(C)(C)NC(=O)COC(=O)Cc1ccc(Cl)cc1,-2%[9.22 µM],3%,1%,14%,1%,7%,14%,1%,-3%
CCCN1CCC(N(C)CCc2ccc(OC)c(OC)c2)CC1,-35%[inhibitor],-12%,0%,-19%,?,8%,?,-23%,1%
CCCCCCOC(=O)C(C#N)c1nc2ccccc2nc1N1CCOCC1 (configuration not stated),-5%,14%,-7%,10%,5%,4%,-12%,1%,15%
C=CCOc1ccccc1/C=c1\sc2nc(-c3oc4ccccc4c3C)nn2c1=O,-5%,-3%,-10%,-6%,-9%,19%,10%,6%,4%
COc1cc(Nc2cccc[n+]2C)cc(OC)c1OC,-8%,25%,9%,15%,13%,-4%,-18%,0%,5%
Cc1ccc(C(=O)COC(=O)CCC(=O)Nc2ccc(Oc3cc(C)ccc3C(C)C)cc2)cc1,nt,-4%,nt,0%,?,nt,1%,nt,-5%
Cc1ccccc1CN1CCN(CC(=O)NCCCN2CCN(c3ccc(F)cc3)CC2)C1=O,-2%,-7%,3%,?,?,-13%,-3%,-21%,?
Cc1ccc(OCCOC(=O)C2CCN(S(=O)(=O)c3ccc(C)c(C)c3)CC2)cc1,-1%,-25%,4%,-2%,-28%,-7%,7%,-2%,-6%
CCN(CC)CCNc1nc(-n2nc(C)cc2C)nc2sc3c(c12)CC(C)(C)OC3,?,-4%,-2%,?,4.5µM*,?,?,?,?
COCCN1C=C2C(=O)C(C)(OC(=O)CCc3ccccc3)C(=O)C=C2C=C1c1ccc(C#N)cc1 (configuration not stated),-13%,9%,14%,1%,13%,6%,-19%,5%,10%
O=C(NCc1ccccc1)N1CCC(Cc2ccccc2)CC1,-44%[inhibitor],12%,2%,-13%,-4%,-2%,0%,-2%,-3%
O=C(Nc1c(-c2ccccc2)nc2ccccn12)c1ccco1,0%,-8%,-2%,-21%,0%,0%,-16%,6%,0%
COc1cccc(-c2noc(CCC(=O)Nc3cccnc3)n2)c1,0%,0%,-1%,-19%,8%,-2%,-19%,-9%,-7%
COc1ccc(NCc2nnc(SCC(=O)NCc3ccccc3)n2-c2ccccc2OC)cc1,-5%[9.22 µM],5%,-2%,-3%,?,3%,-23%,3%,-6%
CCOC(=O)CCCSc1nc2sc3c(c2c(=O)[nH]1)CCC3,-16%,-9%,-5%,12%,0%,-1%,3%,-2%,-4%

# Nothing new here: two of the compounds above.
SMILES,SW480 rerep,TDP43 rescue,GLP-1R agonist,KB-V1 MDR tox,GLP1R inv ag,HT1080-NT tox,GLP1R cytotox,HT1080 IDH1KD tx,KB-3-1 cytotox
COc1ccc(NCc2nnc(SCC(=O)NCc3ccccc3)n2-c2ccccc2OC)cc1,-5%[9.22 µM],5%,-2%,-3%,?,3%,-23%,3%,-6%
CCOC(=O)CCCSc1nc2sc3c(c2c(=O)[nH]1)CCC3,-16%,-9%,-5%,12%,0%,-1%,3%,-2%,-4%
